# esBAF inh – Bmi1 luciferase reporter increase in mESCs, primary screen, esBAF inhibitor project, mouse ES cells, Bmi1 luciferase knock-in, single point | 24 h; 100% = twice the neutral-well signal | reporter increase, % at 12.5 µM | 350,000 compounds, 2% hits | AID 602393, 2012; in the data active means activation above about 40%; inconclusive means no clear call, values can overlap the other calls;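 further: 0% = median of the plate's neutral control wells and 100% = double that signal; a rise in the Bmi1 reporter signal indicates esBAF inhibition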
# Xi reactivation – activators of inactive X chromosome reactivation, primary screen, imaging, XiGFP fibroblasts, GFP high-content imaging, set 2; XiGFP mouse fibroblasts, % GFP-positive cells imaging, 3 d; cells co-treated with 5-aza-dC sensitizer; scaled so ellipticine positive control = 100%; activation, % at 7.58 µM; 360,000 compounds, 0.055% hits;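 active means mean normalized replicate activation at least 10% and every replicate at or above 10%; inconclusive means only one of the two criteria met; inactive means mean below 10% and not all replicates reach 10%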;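 further: 0% = median of on-plate neutral control wells and 100% = ellipticine 6 µM median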
#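 material = 68-5-11 XiGFP fibroblast line | medium = DMEM plus 5-aza-dC sensitizer | schedule = 3 days compound exposure | benchmarks = positive control ellipticine, 6 µM final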
# S100A4 inh HTS – inhibitors of S100A4-myosin IIA peptide binding, primary screen, biochemical, fluorescence polarization, TAMRA-MyoIIA peptide. Protein S100-A4 (Homo sapiens), P26447. inhibition, % at 10.7 µM. 360,000 compounds, 0.14% hits;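 active means mean inhibition of at least 70% across replicates, with every replicate also reaching that level; inconclusive means mean inhibition reaches 70% but some replicates fall short; inactive means mean inhibition below 70%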
# Target sequence (P26447 whole entry, looked up): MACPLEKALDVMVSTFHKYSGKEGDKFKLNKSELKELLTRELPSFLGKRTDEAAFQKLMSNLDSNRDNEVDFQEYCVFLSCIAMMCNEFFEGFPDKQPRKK
#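 Compound dosing: one dose per compound; test system: human S100A4 monomer with TAMRA-labelled myosin IIA peptide; probe or stimulus: TAMRA-labelled myosin IIA heavy-chain peptide probe, 5 nM; medium: HEPES buffer with Ca2+, pH 7.2; schedule: 5 min incubation before reading; benchmarks: neutral control DMSO, positive control TFP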
# RAD54 branch – inhibitors of human RAD54 branch migration, primary screen, biochemical, fluorescence, single point; RAD54 Holliday junction branch migration, FAM/BHQ fluorescence; DNA repair and recombination protein RAD54-like (Homo sapiens), Q92698; 360,000 compounds, 0.14% hits; inhibition, % at 10.4 µM;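 active means mean normalized replicate activity at least 40 and at least half of replicates scoring 40 or more; inconclusive means only one of the two criteria met; inactive means mean below 40 and under half of replicates reaching 40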;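 further: 0% = median of neutral control wells and 100% = median of positive control wells; inhibitors cause a drop in the FAM fluorescence signal; in these data hits start at about 50%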
# Target sequence (Q92698 whole entry, looked up): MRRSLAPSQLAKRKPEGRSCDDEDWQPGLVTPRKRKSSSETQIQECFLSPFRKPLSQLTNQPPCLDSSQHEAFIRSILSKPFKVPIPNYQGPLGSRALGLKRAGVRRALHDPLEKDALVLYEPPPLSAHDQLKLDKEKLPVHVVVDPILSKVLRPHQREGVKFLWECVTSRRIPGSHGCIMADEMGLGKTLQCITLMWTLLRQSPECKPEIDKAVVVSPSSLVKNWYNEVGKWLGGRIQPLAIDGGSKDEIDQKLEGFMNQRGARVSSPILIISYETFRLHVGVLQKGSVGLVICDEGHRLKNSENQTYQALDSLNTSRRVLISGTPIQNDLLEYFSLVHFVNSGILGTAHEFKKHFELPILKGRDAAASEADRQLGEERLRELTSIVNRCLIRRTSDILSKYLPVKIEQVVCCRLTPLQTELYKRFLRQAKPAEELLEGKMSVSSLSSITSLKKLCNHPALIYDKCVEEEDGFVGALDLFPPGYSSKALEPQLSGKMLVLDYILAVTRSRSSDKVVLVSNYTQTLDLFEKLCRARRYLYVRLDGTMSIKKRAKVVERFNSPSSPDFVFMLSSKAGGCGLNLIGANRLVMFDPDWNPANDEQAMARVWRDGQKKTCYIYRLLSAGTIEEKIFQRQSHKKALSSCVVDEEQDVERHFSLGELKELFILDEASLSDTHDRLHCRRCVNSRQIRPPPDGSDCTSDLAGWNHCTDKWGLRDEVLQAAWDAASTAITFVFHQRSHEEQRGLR
# EWS-Fli block – EWS/Fli-driven NR0B1 reporter inhibitors, primary screen, A673 cells, NR0B1 luciferase, luminescence, MLPCN library. viability-normalised. inhibition, % at 12.6 µM. 350,000 compounds, 0.67% hits;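 active means mean inhibition of at least 50% after viability correction, with every replicate also passing that limit; inconclusive means mean reaches 50% but only one of two replicates passes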;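 further: firefly luciferase signal divided by Alamar Blue viability fluorescence both relative to DMSO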
# E-selectin induc – E-selectin induction in HUVECs, primary screen, imaging, HUVEC, immunofluorescence imaging, single point; 260,000 compounds, 0.37% hits; activation, % at 7.58 µM; normalized: neutral wells 0, TNF-alpha wells 100; P16581; AID 686992, 2013;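 active means mean E-selectin-positive cell signal at least 10% of the positive control, reached in at least 60% of replicates, without over 20% cell loss; inconclusive means no rule given, readout overlaps actives, possibly toxicity-flagged; inactive means the rest, including those meeting only one limit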;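 further: in these data hits start at about 27%; measured in HUVEC primary endothelial cells; signal is the percent of cells scored E-selectin positive by PE staining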
#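 Assay system: HUVEC primary endothelial cells. Input: 3,000 HUVEC seeded per well. Doses: one compound dose added by pin transfer. Read-out basis: % PE-positive cells. Benchmarks: TNF-alpha high, DMSO low. Detection: immunofluorescence imaging. Buffer or medium: EGM-2, gelatin.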
# RAD52 anneal inh – RAD52 DNA annealing inhibitors, primary screen, biochemical, FRET, single point, set 2; recombinant RAD52 DNA annealing, FRET fluorescence; inhibition, % at 18.7 µM; 360,000 compounds, 0.46% hits;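 active means every replicate showing at least 50% inhibition; inconclusive means mean inhibition at least 50% but not in every replicate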
# FN deposition inh – inhibitors of fibronectin matrix deposition, primary screen, AH1F cells, Alexa488-fibronectin fluorescence, plate reader; AH1F fibroblasts, overnight; inhibition, % at 12.6 µM; 350,000 compounds, 0.086% hits; AID 743247, 2014;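 active means mean inhibition across replicates of 30% or more, regardless of how many single replicates reach that level; inconclusive means mean under 30% yet at least half of replicates reach 30%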;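 further: positive control wells lacked labelled fibronectin entirely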
#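 Assay system: AH1F fibroblast monolayer, labelled fibronectin deposition. Amount: 10000 cells per well. Also added: labelled fibronectin 24 nM. Compound: single-point pinned compound. Incubation: cell attachment 1 h, compound and FN exposure overnight. Detection: fluorescence after three HBSS washes, excitation 485 nm, emission 525 nm. Read-out: inhibition of fibronectin deposition signal.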
# Starred values were filed as active, the others as inactive; ? = inconclusive; . = not tested or not shown. Not a hit list; overall some 3% were active at least once.
SMILES,esBAF inh,Xi reactivation,S100A4 inh HTS,RAD54 branch,EWS-Fli block,E-selectin induc,RAD52 anneal inh,FN deposition inh
COc1ccc(CN(C)C[C@@H]2Oc3ccc(NC(=O)CCC(F)(F)F)cc3C(=O)N([C@H](C)CO)C[C@H]2C)cc1,-3.6,-1.1,-2.8,7.3,-2.4,.,-6.0,.
CCCCCCCCSc1nnc(CSc2nc3nc(C)cc(C)n3n2)o1,2.8,.,-1.2,3.7,.,.,-9.5,.
CCc1nc2ccc(C(=O)Nc3ccc4c(c3)OCC(=O)N4)cn2c1N(C)C(=O)C1CCCCC1,-1.4,-0.1,-16.3,-6.3,4.4,3.4,4.4,-3.1
COc1ccc(NC(=O)N(C)C[C@H]2Oc3ccc(NC(=O)CCCN(C)C)cc3C(=O)N([C@@H](C)CO)C[C@@H]2C)cc1,-1.3,0.0,12.6,-0.3,-1.0,-9.7,-16.8,.
O=C(O)c1ccc(N2CC3CC(C2)c2cccc(=O)n2C3)c(NC(=S)Nc2ccc(Br)cc2)c1 (stereo unspecified),-1.2,0.0,-4.4,-5.8,-1.5,.,-1.0,4.2
CC(C)C(C(=O)Nc1nccs1)N1C(=O)c2ccccc2C1=O (stereo unspecified),.,0.0,-0.5,.,-4.7,-0.2,-2.0,-4.9
CN(CC1COc2ccccc2O1)C(=O)c1ccc(N(C)C)cc1 (stereo unspecified),.,0.0,-6.9,.,-6.8,.,2.5,-0.7
O=C(c1cc2ccccc2o1)N1CCN=C1SCc1cccc(F)c1,-5.4,0.1,-4.1,-0.6,0.9,.,-13.0,0.2
COc1ccc(/C=C/C2=NNC(=O)CC2)cc1,.,0.0,25.8,.,-54.3,.,6.3,5.0
Cc1cccc(S(=O)(=O)N2C[C@@H](O)COC[C@H]3O[C@@H](CC(=O)NCCCN4CCOCC4)CC[C@@H]32)c1,0.9,-0.1,-1.6,4.9,-4.0,0.1,2.5,-6.4
Cc1cc(=O)oc2c3c(cc(OCC(=O)N[C@@H](C)C(=O)O)c12)OC(C)(C)CC3,3.8,-0.1,11.9,-4.6,-11.8,0.3,2.3,3.8
OC[C@H]1OC(O)C[C@@H](O)[C@@H]1O (stereo partly specified),10.5,0.0,-0.3,0.4,7.3,0.9,-1.6,3.7
COc1ccc(/C=C/C(=O)c2c(C)cc(C)[nH]c2=O)c2ccccc12,-0.8,0.0,1.7,1.5,23.2,.,-29.1,6.2
Cc1ccc(OCC(=O)N/N=C\c2cccs2)c([N+](=O)[O-])c1,28.9,-0.1,2.9,2.4,-14.6,.,-9.2,13.5
C[C@@H]1CN([C@@H](C)CO)C(=O)c2cc(C#CCN(C)C)cnc2O[C@H]1CN(C)C(=O)CCN1CCCCC1,4.2,-1.2,1.0,-12.9,-10.3,0.4,-3.2,4.5
CCc1nc(N2CCN(C(=O)CCCl)CC2)c2c3c(sc2n1)CCCC3,0.6,0.1,-1.9,-0.5,-3.2,1.8,-8.7,0.8
C[C@H](CO)N1C[C@H](C)[C@H](CN(C)C(=O)Cc2ccccc2)OCCCC[C@H](C)Oc2ccc(NC(=O)CCC(F)(F)F)cc2C1=O,14.9,-0.1,.,1.4,6.3,.,.,-5.7
CC(C)(C)NC(=O)C(c1ccncc1)N(Cc1cccs1)C(=O)c1csnn1 (stereo unspecified),-7.2,0.0,-8.2,-0.4,17.1,2.5,-18.2,6.6
C[C@H](NC(=O)c1ccco1)C(=O)N1CCCC1,-6.1,.,-9.6,.,-4.7,.,-9.5,-3.3
c1ccc(CN2CCC3CC2c2ccc(N4CCOCC4)cc23)cc1 (stereo unspecified),-1.4,.,-3.5,-3.5,-4.0,2.4,-0.5,0.5
COc1cccc(CNC(=O)C(NS(=O)(=O)c2ccc3c(c2)CCN3C(C)=O)C(C)C)c1 (stereo unspecified),5.8,0.0,1.4,-1.4,.,.,-1.0,6.9
Cc1cc(Nc2ccccc2Cl)c2ccccc2n1,-0.6,0.2,-4.9,-6.7,15.9,-0.2,-8.5,-1.2
O=c1sc2ccccc2c(N2CCN(c3ccccc3)CC2)c1[N+](=O)[O-],.,0.0,2.7,.,0.8,.,-4.9,.
COc1ccc(S(=O)(=O)N[C@H]2CC[C@@H](CC(=O)NCc3ccccc3F)O[C@H]2CO)cc1,0.6,-0.2,15.2,-1.1,-1.6,-0.2,-8.0,.
CCc1ccc([C@@H]2CC(=O)[C@@H]3CN(S(=O)(=O)c4ccc(C)cc4)[C@H](c4ccc(Cl)cc4)C[C@@H]3N2S(=O)(=O)c2ccc(C)cc2)cc1,-14.4,0.1,2.4,11.4,12.5,-0.2,-6.4,-6.5
O=C(CSc1cccc2cccnc12)Nc1cccc(S(=O)(=O)N2CCOCC2)c1,.,0.5,-3.2,.,2.4,.,-10.5,21.0
C[C@H]1CN([C@@H](C)CO)C(=O)c2cc(/C=C/c3ccccc3)cnc2O[C@H]1CN(C)C(=O)c1ccc2c(c1)OCO2,-0.1,1.4,3.4,6.9,-7.7,-0.2,-11.4,.
COc1ccc(C(=O)N[C@H](C(=O)OCCCOC(=O)[C@@H](NC(=O)c2ccc(OC)cc2)C(C)C)C(C)C)cc1,4.2,0.0,-3.6,-1.2,11.3,1.3,-19.0,-4.0
COc1cccc(NC(=O)C(=O)NCCC2CCCCN2S(=O)(=O)c2ccccc2)c1 (stereo unspecified),78.9*,0.0,-2.1,-1.0,-75.3,-0.1,-5.7,-1.9
COc1ccc(N)cc1S(=O)(=O)Nc1ccccc1Cl,-2.9,0.1,-7.8,.,-18.5,.,-10.1,-4.8
C[C@@H]1CN([C@H](C)CO)C(=O)c2c(c3ccccc3n2C)-c2ccccc2CO[C@@H]1CN(C)C(=O)CCC(F)(F)F,3.5,-0.6,-3.0,9.9,6.1,-1.0,13.1,-6.3
O=C(N[C@@H]1CC[C@@H](CCNS(=O)(=O)c2ccc(Cl)cc2)O[C@H]1CO)c1cccc(F)c1,6.0,-0.2,0.9,-14.1,0.7,1.3,3.2,.
O=C(NC1CCCCC1)[C@H]1[C@H](CO)[C@H]2Cn3c(cccc3=O)[C@H]2N1CC1CCCCC1,-9.6,0.6,3.2,-2.7,2.3,-0.4,5.3,.
Cc1ccnn1CCC(=O)N1CCCC(CCC(=O)NCc2ccccc2F)C1 (stereo unspecified),.,0.0,0.1,.,7.4,.,-17.5,.
O=C(COC(=O)c1cccc(S(=O)(=O)N2CCCC2)c1)Nc1cccc(Br)c1,-2.3,-0.1,-3.6,6.2,0.8,0.0,-30.9,-10.5
O=C(Nc1nc2ccc(C(=O)N3CCCCC3)cc2s1)C1CCCCC1,.,0.2,-1.6,.,54.4*,7.0,-6.8,.
Cc1onc(-c2ccccc2Cl)c1C(=O)N1CCOC12CCCCC2,0.0,0.0,1.3,6.2,-3.7,2.5,-1.3,9.9
Clc1ccc(N2CCN(c3nc4nonc4nc3N3CCSCC3)CC2)nc1,10.1,-0.3,-8.8,-8.0,-9.2,0.0,-11.8,-4.5
CCOc1ccccc1OCCCC(=O)NNC(=O)c1cc(C)oc1C,-1.2,0.1,-0.6,3.0,8.3,-0.5,0.3,10.0
O=C(N/N=C/C=C/c1cccc([N+](=O)[O-])c1)c1ccncc1,.,0.0,5.7,-1.8,7.6,2.4,-22.5,-6.7
CCN1C(=O)N[C@H](c2ccccc2)C(C(C)=O)=C1C,-3.7,0.1,3.0,7.3,-6.2,-0.1,-4.8,8.5
COc1ccc(NC(=O)Cc2cccs2)cc1S(=O)(=O)N1CCCCC1,14.2,0.1,1.2,-1.7,4.0,0.0,-22.3,-9.9
Cc1ccc(S(=O)(=O)NCCC(=O)N2CC(C)OC(C)C2)cc1C (stereo unspecified),.,-0.7,-3.9,.,-4.4,-2.0,0.3,0.9
CCc1cccc(NC(=O)CCS(=O)(=O)c2ccc(Br)cc2)c1,1.6,0.0,-7.0,4.2,1.3,0.1,-12.0,-3.4
Cc1cccc(S(=O)(=O)N2CCCc3ccccc32)c1,3.2,0.1,1.4,-14.2,10.5,-0.1,1.5,-0.7
COc1cccc(S(=O)(=O)N(C)C[C@@H]2Oc3ncc(-c4cccc(C(=O)N(C)C)c4)cc3C(=O)N([C@@H](C)CO)C[C@@H]2C)c1,-4.5,-0.9,7.8,8.3,4.1,-0.1,5.1,-8.1
C[C@H]1CN([C@@H](C)CO)C(=O)Cc2cc(NS(=O)(=O)c3ccc(Cl)cc3)ccc2O[C@@H]1CN(C)Cc1ccc(C(=O)O)cc1,-2.2,-0.5,0.6,.,-8.9,-0.3,4.4,.
CN(C)CC(=O)Nc1ccc2c(c1)[C@@H]1C[C@H](CC(=O)NCc3ccc(Cl)cc3)O[C@@H](CO)[C@@H]1O2,3.3,-0.1,-0.4,-0.6,3.4,-0.1,3.8,-10.7
Nc1c(-c2ccccc2)nc2ncccn12,.,0.6,-12.2,.,-3.9,-0.3,-4.5,-0.2
CCn1ccnc1CN(C)Cc1nc(-c2ccc(C(=O)OC)cc2)no1,6.1,0.0,-2.5,-30.3,8.5,7.5,-3.6,6.5
O=C1C2N=NN(CC(=O)N3N=C(c4ccccc4)CC3c3ccc([N+](=O)[O-])cc3)C2C(=O)N1c1ccccc1 (stereo unspecified),.,0.0,4.4,.,-26.6,1.1,-19.2,1.0
COc1ccccc1N1CCN(CC(=O)Nc2c(C)n(C)n(-c3ccccc3)c2=O)CC1,-14.6,0.0,2.5,1.7,9.2,2.1,1.0,4.4
CCC(=O)N(C)C[C@H]1Oc2cc(C#CCC3CCCC3)ccc2S(=O)(=O)N([C@@H](C)CO)C[C@@H]1C,-1.3,-0.3,33.4,3.0,?,0.3,-5.6,.

# Filtered by structure, the entries above with an aryl thioether with sulfur outside any ring
SMILES,esBAF inh,Xi reactivation,S100A4 inh HTS,RAD54 branch,EWS-Fli block,E-selectin induc,RAD52 anneal inh,FN deposition inh
CCCCCCCCSc1nnc(CSc2nc3nc(C)cc(C)n3n2)o1,2.8,.,-1.2,3.7,.,.,-9.5,.
O=C(CSc1cccc2cccnc12)Nc1cccc(S(=O)(=O)N2CCOCC2)c1,.,0.5,-3.2,.,2.4,.,-10.5,21.0
